sEH inhibitor: soluble epoxide hydrolase inhibitors, primary screen, biochemical, human sEH; 91,000 compounds, 0.34% hits; inhibition, % at 2 µM; recombinant human sEH enzymatic activity assay; Bifunctional epoxide hydrolase 2 (Homo sapiens), P34913; in the data active = inhibition above about 80%; also: values of inactives mirror those of a sister screen read the other way; many of its hits are not listed in these tables
LYP act: LYP phosphatase activators, primary screen, biochemical, DiFMUP fluorescence, 2 µM. Tyrosine-protein phosphatase non-receptor type 22 (Homo sapiens), Q9Y2R2. recombinant LYP; 0 = plate median, 100 = signal doubled. activation, % at 2 µM. 96,000 compounds, 0.11% hits;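 active = activation at 2 µM above a set limit, the mean plus 5 SD, cut at about 37% in these data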
Target sequence (Q9Y2R2 whole entry, looked up): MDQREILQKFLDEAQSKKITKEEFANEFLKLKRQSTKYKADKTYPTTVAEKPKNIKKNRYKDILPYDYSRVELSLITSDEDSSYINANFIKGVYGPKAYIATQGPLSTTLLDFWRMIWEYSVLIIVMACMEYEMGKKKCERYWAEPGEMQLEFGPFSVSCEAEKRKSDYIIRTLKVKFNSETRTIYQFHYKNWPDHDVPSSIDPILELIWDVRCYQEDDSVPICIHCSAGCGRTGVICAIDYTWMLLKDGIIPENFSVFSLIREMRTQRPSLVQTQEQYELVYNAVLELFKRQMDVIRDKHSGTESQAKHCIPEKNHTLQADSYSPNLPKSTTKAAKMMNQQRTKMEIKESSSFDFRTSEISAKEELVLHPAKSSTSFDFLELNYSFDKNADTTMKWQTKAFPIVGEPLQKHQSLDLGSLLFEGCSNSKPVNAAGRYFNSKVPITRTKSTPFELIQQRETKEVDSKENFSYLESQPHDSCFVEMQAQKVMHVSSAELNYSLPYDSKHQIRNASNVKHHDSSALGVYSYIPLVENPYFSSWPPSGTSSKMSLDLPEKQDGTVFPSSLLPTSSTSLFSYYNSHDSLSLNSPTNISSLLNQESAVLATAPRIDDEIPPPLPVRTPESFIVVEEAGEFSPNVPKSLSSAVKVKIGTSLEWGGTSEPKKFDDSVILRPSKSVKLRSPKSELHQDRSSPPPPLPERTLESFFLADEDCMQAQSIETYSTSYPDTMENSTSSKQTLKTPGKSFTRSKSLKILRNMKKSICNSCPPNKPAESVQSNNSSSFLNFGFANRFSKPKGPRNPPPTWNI
PostGolgi ctrl: growth inhibition of yeast control strain, primary screen, counter-screen for post-Golgi transport modulator project; efflux-deficient yeast background strain, growth absorbance A615, 16 h; inhibition, % at 10 µM; 98,000 compounds, 5% hits; AID 738, 2007; in the data active = inhibition above about 30%
S1P2 antag: human S1P2 receptor antagonists, primary screen, cell-based; cell-based S1P2 antagonist assay, inhibition at 5 uM; Sphingosine 1-phosphate receptor 2 (Homo sapiens), O95136; inhibition, % at 5 µM; 97,000 compounds, 0.21% hits; in the data active = inhibition above about 45%;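 also: CRE beta-lactamase reporter cells expressing human S1P2 stimulated with S1P; 0% = agonist at EC80 alone and 100% = agonist plus reference antagonist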
HUVEC inhibit: inhibitors of HUVEC proliferation, primary screen, cell-based, 384-well; CellTiter-Glo luminescence, 72 h; stronger effect = lower value; viability, % at 10 µM (by protocol); 86,000 compounds, 1.1% hits; AID 648, 2007;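 active = viability at or below 30%; inactive = viability above 30%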;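 also: 100% = median luminescence of DMSO-only cell control wells on each plate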
Lung fibro prol: antiproliferative effect on LL 47 fibroblasts – human, LL 47 cells, CellTiter-Glo luminescence, primary screen; viability, % at 10 µM; AID 719, 2007; 85,000 compounds, 1.1% hits; LL 47 human lung fibroblast viability, ATP luminescence; stronger effect = lower value;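 active = viability at or below 50% in the single dose screen; inactive = viability above 50%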;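 also: compound exposure lasted 72 h before the ATP readout; 100% = median luminescence of untreated cell-only wells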
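Benchmarks: Cell-only wells, no compound | Test system: LL 47 human lung fibroblasts, passage 12 or lower | Input: 1,150 cells/well | Measured by: CellTiter-Glo luminescence measuring cellular ATP | Medium: IMEM, 15% FBS supplement | Schedule: Overnight attachment after seeding, then 72 h compound exposure at 37 °C | Doses: Compound addition at 0.1% DMSO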
H69AR inhibit: proliferation blockers of H69AR lung cancer cells, primary screen, cell-based, human, 86K library; H69AR lung tumor viability, ATP luminescence, 72 h; stronger effect = lower value; viability, % at 10 µM; 85,000 compounds, 6% hits;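 active = viability at or below 40%; inactive = viability above 40%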;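 also: multidrug resistant small cell line overexpressing MRP-1 efflux transporter; 100% = mean luminescence of untreated control wells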
sEH act: soluble epoxide hydrolase activators, primary screen, biochemical, human sEH; 91,000 compounds, 0.04% hits; purified human sEH enzymatic activity, activator screen; Bifunctional epoxide hydrolase 2 (Homo sapiens), P34913; activation, % at 2 µM; in the data active = activation above about 37%; also: values of inactives mirror those of a sister screen read the other way
S1P2 ag: S1P2 receptor agonists, primary screen, cell-based; Sphingosine 1-phosphate receptor 2 (Homo sapiens), O95136; activation, % at 4.5 µM; 97,000 compounds, 0.46% hits; S1P2-expressing cell line, agonist reporter read-out; in the data active = activation above about 16%;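 also: 0% = vehicle low control and 100% = maximal reference agonist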
Active calls of the source: *; · = not tested or not shown. Some of the compounds tested, so the mix of outcomes need not match the whole.

molecule	sEH inhibitor	LYP act	PostGolgi ctrl	S1P2 antag	HUVEC inhibit	Lung fibro prol	H69AR inhibit	sEH act	S1P2 ag
CCOC(=O)N1CCN(C(=O)CSCC(=O)Nc2nc(-c3ccccc3)cs2)CC1	-13.9	4.4	·	-26.3	81.5	101.4	88.5	14.5	-3.7
CC(=O)c1cnc2cc(-c3ccc(Cl)cc3)nn2c1C	4.4	3.7	9.8	-5.4	79.4	86.7	92.9	-5.7	-3.5
CCOC(=O)c1ccc(CSc2ncn[nH]2)o1	1.7	10.4	-0.9	-2.6	101.9	100.7	102.6	-0.6	-3.2
N#Cc1ccccc1Cn1c(=O)n(-c2ccc(CC(=O)NCc3ccco3)cc2)c(=O)c2sccc21	·	·	16.6	·	94.3	96.4	77.9	·	·
CC(C)(C)NC(=O)CSc1ncnc2c1nnn2Cc1ccccc1Cl	-5.7	-1.9	21.5	31.8	88.8	59.5	3.0*	5.9	-1.2
NCCc1nnc(SCc2ccccc2F)o1	-22.9	0.0	2.9	-6.2	82.7	92.0	108.1	19.6	-2.4
Cc1ccccc1NC(=O)Cc1ccccc1	8.9	0.7	·	-10.6	83.8	99.5	99.3	-6.7	-10.4
Cc1cccc(-c2noc(CCC(=O)NCC3CCCO3)n2)c1 (configuration not stated)	0.4	19.6	1.1	-5.6	95.2	101.7	95.4	-1.7	-2.5
O=C(CNC(=O)c1ccco1)OCc1cccc(Cl)c1	-0.5	1.0	13.4	-15.2	86.1	104.8	91.6	-0.9	-3.1
C=CCc1ccc(OCCCCCN2CCOCC2)c(OC)c1	·	10.7	19.8	-2.8	91.1	98.4	85.7	·	-5.0
COC(=O)c1c(S(N)(=O)=O)c2ccccc2n1C	-2.0	-1.1	-3.5	15.7	105.9	98.8	93.3	3.1	-6.1
O=C(CSc1nc2cc3ccccc3cc2[nH]1)Nc1ccc(F)cc1	-0.3	9.1	54.7*	-19.3	91.2	99.2	70.2	2.3	-0.5
Cc1cc(C)n(S(=O)(=O)c2cc(C(=O)O)c(Cl)cc2Cl)n1	-6.3	-10.0	·	3.9	97.8	98.6	103.8	7.9	-2.5
O=C(c1ccco1)N1CCN(C(=O)C2CCCN(S(=O)(=O)c3cccc4nsnc34)C2)CC1 (configuration not stated)	-9.7	-18.7	4.3	-6.2	97.2	98.9	91.1	6.5	-4.8
CC(C)NC(=O)c1cc(-c2ccc(Br)cc2)on1	-3.5	-3.0	9.3	17.0	111.9	105.8	92.5	3.8	-0.1
Cc1ccc(Nc2cc(-n3nc(C)cc3C)ncn2)c(C)c1	·	·	1.6	·	109.0	95.3	89.6	·	·
O=C(Nc1ccc(C(F)(F)F)cc1Cl)c1ccc(Cn2cc(Br)cn2)o1	51.5	-2.6	38.7*	-9.1	96.3	96.3	91.2	-50.2	1.5
C=CCNC(=O)NS(=O)(=O)c1ccc(C)cc1	3.1	4.6	8.0	0.6	88.7	99.8	98.8	-4.9	-6.1
O=c1c2ccccc2nc2n1CC/C2=C/N1CCN(c2cccc(C(F)(F)F)c2)CC1	-13.2	-4.5	1.0	23.1	69.6	89.1	66.1	13.4	-3.4
Cc1cc(C)n(C(=O)c2ccc(C)c(S(=O)(=O)N3CCCCC3)c2)n1	15.0	0.2	8.4	-0.9	97.4	97.3	108.2	-18.6	-2.2
COc1ccc(C2C(=O)N(C3CCCCC3)CC(=O)N2Cc2ccco2)cc1 (configuration not stated)	17.1	-10.3	9.2	1.6	94.8	93.3	89.9	-17.1	-0.1
Cc1ccc(C(C)C)c(OCC(O)CN2CCOCC2)c1 (configuration not stated)	-11.8	-0.8	2.1	17.3	94.7	101.1	90.2	9.2	-1.1
Cc1ccc(-c2nc3cnccn3c2Nc2ccc3c(c2)OCO3)o1	·	·	6.0	·	97.8	90.4	45.8	·	·
O=C(CCCOc1ccccc1)Nc1cccc(C(=O)O)c1	12.9	-5.1	-5.2	-4.5	105.5	95.9	101.8	-13.9	-7.7
O=C(CSc1nnc(-c2ccccc2F)n1C1CCCCC1)N1CCCC1	3.5	3.6	6.9	8.6	109.5	104.0	79.6	-3.9	-4.2
COc1c(O)cccc1-c1nnn(CCC(=O)OCC(=O)c2ccccc2)n1	-12.9	7.1	11.3	2.8	101.3	98.4	89.2	12.3	-6.2
Cc1cc(C(=O)N/N=C/C=C/c2ccc3c(c2)OCO3)n[nH]1	2.8	2.9	7.1	-2.4	·	·	·	-2.3	-5.7
Cc1onc(-c2ccccc2Cl)c1C(=O)NCC(=O)O	·	8.4	-5.8	-8.2	104.0	104.6	101.9	·	-3.1
Cc1c(NC(=O)C(C)OC(=O)COc2cccc3c2OC(C)(C)C3)c(=O)n(-c2ccccc2)n1C (configuration not stated)	-0.6	11.8	-3.9	-2.3	97.9	104.2	93.5	2.2	-7.7
COc1ccc2c(=O)c3c(=O)n(Cc4ccco4)c(-c4ccccc4)nc3oc2c1	-9.2	-8.9	58.0*	-10.5	100.4	100.8	82.1	10.6	-6.6
CCCCC(=O)Nc1cccc(NC(=O)c2ccc(Br)cc2)c1	15.5	-8.2	6.3	7.4	·	·	·	-14.8	-7.1
Cc1cccc(C(=O)Nc2ccc(C)c(OC(=O)c3cccc(C)c3)c2)c1	13.0	-18.7	5.1	-0.3	·	·	·	-10.1	-3.7
COC(=O)c1c(C(=O)OC)c2cc(C(=O)c3ccccc3)ccn2c1Cl	-8.6	-8.1	·	-6.2	78.8	97.9	81.8	8.6	-1.6
COc1ccccc1C(=O)Nc1ccc(C(=O)N2CCCC2)cc1	10.6	2.4	1.2	3.0	91.7	94.2	96.9	-8.6	-11.3
COCCNC(=O)Nc1ccc2c(c1)N(C)C(=O)CS2	-0.8	4.8	6.9	2.2	94.3	106.4	104.4	3.6	-2.0
Cc1nn(-c2ccccn2)c2c1C(c1ccccn1)C1=C(CCCC1=O)N2 (configuration not stated)	6.2	-1.5	-8.3	-13.1	·	·	·	-4.9	-7.5
CC1(C)CCCC2=C1CC1C(=O)N(O)C(=O)C1C2 (configuration not stated)	-1.6	6.8	7.8	-27.2	102.5	99.6	101.1	0.4	-3.8
CCOC(=O)N1CCN(S(=O)(=O)c2ccc3c(c2)oc(=O)n3C)CC1	-2.6	3.9	8.6	4.9	97.5	97.8	82.8	1.0	-1.9
CCOC(=O)NC(Nc1ccc(C)cn1)(C(F)(F)F)C(F)(F)F	3.2	1.7	2.5	11.4	90.4	96.2	96.4	-2.5	-6.2
CCc1ccccc1NC(=O)C(C#N)Cc1cccnc1 (configuration not stated)	9.3	-0.3	·	3.1	107.7	100.0	100.9	-7.1	-0.9
Cc1cc(C)c(C(N)=O)c(NC(=O)Nc2ccccc2Cl)n1	3.0	0.1	2.3	19.4	·	·	·	-2.3	-4.8
N#Cc1c(-c2cccs2)nc(SCC(=O)c2cccs2)[nH]c1=O	-7.6	-5.1	-5.7	-6.7	·	·	·	7.5	-0.1
Oc1ccc(CN2CCN(c3ccccc3)CC2)c2cccnc12	8.0	18.2	·	-25.7	89.2	25.5*	23.2*	-3.3	-2.4
COC(=O)C1=C(C)OC(N)=C(C#N)C1c1c(C)nn(-c2ccccc2)c1Cl (configuration not stated)	5.3	-3.4	29.5	-10.0	66.5	87.3	38.6*	-4.2	-0.3
O=C(Cc1cccs1)Nc1nc2ccccc2s1	-1.9	-6.0	30.3*	10.6	94.2	104.0	97.3	0.5	-3.7
Cc1ccc(S(=O)(=O)c2nc(NCc3ccc4c(c3)OCO4)sc2Cl)cc1	9.1	2.3	48.5*	-3.6	·	·	·	-10.7	-3.2
Cc1cc([N+](=O)[O-])ccc1NCc1cccc([N+](=O)[O-])c1	-0.5	0.6	15.0	-11.5	·	·	·	2.8	-4.0
CCOC(=O)C(C)Oc1ccc(C2NC(=O)NC(C)=C2C(=O)Nc2ccccc2C)cc1 (configuration not stated)	-8.5	3.8	7.1	10.6	85.9	91.6	94.1	9.2	-2.2
CCC(COC(=O)Nc1cccc(C)c1)NC(=O)OCC(C)C (configuration not stated)	·	-5.3	4.6	-4.4	93.8	101.5	94.1	·	-2.9
Cc1ccc(C(=O)Nc2cnc3sc(C)nn3c2=O)cc1	2.6	-0.1	-6.0	-25.9	96.2	96.7	99.7	1.2	-6.2
CCOC(=O)CSc1cc(CSc2ccccc2)nc(-c2ccccc2)n1	7.1	3.6	0.3	-7.1	·	·	·	-5.5	-11.1
O=C(CSc1ccc2c(c1)OCCO2)Nc1ccc(Br)cc1	20.4	-0.4	16.4	15.5	81.5	91.2	84.4	-19.5	-8.2
CCSc1nc(-c2ccc(OC)cc2)cc(-c2ccccc2)c1C#N	-9.7	-5.6	6.9	16.6	92.9	81.0	87.9	7.7	0.2
CCCCn1c(=O)[nH]c(=O)c2c1nc(-c1ccc(C#N)cc1)n2C1CCCC1	-9.3	-7.5	6.4	0.5	95.9	94.9	61.0	9.5	-3.4
CC(=O)N1CN(CCCn2ccnc2)Cc2c1sc1c2CCCC1	18.8	11.0	-4.6	-25.0	104.5	99.8	91.2	-19.3	-2.0
CCOC(=O)CC1NC(=O)c2ccccc21 (configuration not stated)	-7.5	11.6	2.9	5.1	101.4	96.1	92.2	9.3	13.0
O=C(NCc1cccs1)c1cc(C2CC2)on1	5.0	-6.7	1.7	28.3	107.0	101.4	89.8	-3.4	-3.8
O=C(CSc1nc(-c2ccccc2)c(-c2ccccc2)[nH]1)Nc1nccs1	7.8	-8.5	26.2	23.6	·	·	·	-5.3	-8.7
Cc1cc(N2CCN(C(=O)OC(C)(C)C)CC2)n2ncnc2n1	-16.9	0.5	-8.2	13.8	105.1	99.2	86.8	15.3	-5.2
CC(C)CNC(=S)NC1CCCC1	2.2	-5.5	4.3	-0.3	·	·	·	-0.8	0.3
CN(C)c1nc(NCc2ccccc2)nc(SCC(=O)Nc2ccccc2)n1	3.6	-1.6	6.5	-8.8	·	·	·	-1.9	-4.3
COc1ccccc1OCC(=O)Nc1ccccn1	·	·	9.9	·	74.8	98.8	74.1	·	·

At a glance, part of the list above:
molecule	sEH inhibitor	LYP act	PostGolgi ctrl	S1P2 antag	HUVEC inhibit	Lung fibro prol	H69AR inhibit	sEH act	S1P2 ag
CCOC(=O)CC1NC(=O)c2ccccc21 (configuration not stated)	-7.5	11.6	2.9	5.1	101.4	96.1	92.2	9.3	13.0
O=C(NCc1cccs1)c1cc(C2CC2)on1	5.0	-6.7	1.7	28.3	107.0	101.4	89.8	-3.4	-3.8
O=C(CSc1nc(-c2ccccc2)c(-c2ccccc2)[nH]1)Nc1nccs1	7.8	-8.5	26.2	23.6	·	·	·	-5.3	-8.7
Cc1cc(N2CCN(C(=O)OC(C)(C)C)CC2)n2ncnc2n1	-16.9	0.5	-8.2	13.8	105.1	99.2	86.8	15.3	-5.2

Screening data deposited in PubChem by several laboratories.
